MsrA inhibitor = inhibits bovine methionine sulfoxide reductase A | purified bovine MsrA, absorbance read-out | inhibition, % at 15.5 µM | hit rate 0.75% among 360,000 | AID 651718; in the data active means inhibition above about 4.5%;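 further: 0% = vehicle wells with enzyme and 100% = reference inhibitor wells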
Scp1 inh = blocks human Scp-1 phosphatase activity; inhibition, % at 20 µM; Recombinant Scp1, phosphopeptide, malachite green phosphate absorbance; hit rate 0.88% among 340,000; Q9GZU7;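 active means inhibition above about 50% at 20 µM, limit read from the data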;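 further: plate controls were DMSO wells with enzyme for no effect and wells lacking enzyme for full effect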
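assay system = SCP-1 phosphatase catalytic domain, residues 76-261 | buffer or medium = 50 mM Tris acetate pH 5.5, 0.005% Tween-20, 10 mM MgCl2 | incubation = enzyme reaction 45 min at room temperature, colour 5 min, stabilisation 30 min | signal = Phosphate-binding colour reagent, absorbance read at 630 nm | measure = % inhibition at 20 µM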
NadD inh = inhibitors of Staphylococcus aureus NadD; hit rate 0.78% among 360,000; inhibition, % at 20 µM; purified NadD enzyme, colorimetric absorbance read-out; in the data active means inhibition above about 26%; further: some compounds past the cut are filed as inactive
SUMO1-SIM PPI = modulators of human SUMO1-mediated protein-protein interactions; P63165; SUMO1 binding to a labelled peptide, TR-FRET, 1 h; inhibition, % at 20 µM; hit rate 0.33% among 360,000; AID 602429; in the data active means inhibition above about 37%
Target sequence (P63165 whole entry, looked up): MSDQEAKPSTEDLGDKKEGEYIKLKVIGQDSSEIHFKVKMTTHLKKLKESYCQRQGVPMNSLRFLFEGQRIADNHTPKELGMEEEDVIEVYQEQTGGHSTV
STEP inh = blocks human striatal-enriched tyrosine phosphatase; inhibition, % at 20 µM; AID 588621; hit rate 0.25% among 360,000; P54829; recombinant STEP, OMFP fluorogenic substrate, fluorescence;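 active means inhibition at 20 µM, scaled per plate between control wells, above about 37%, limit read from the data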;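 further: 0% = DMSO with enzyme and substrate and 100% = substrate only without enzyme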
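Test system: STEP tyrosine phosphatase / Reagent: OMFP at 25 µM / Doses: 20 µM, 1% DMSO / Read-out: percent inhibition scaled to no-enzyme and uninhibited-enzyme controls, plate-pattern corrected / Detection: FITC-channel fluorescence of OMFP product / Medium: Bis-Tris buffer pH 6.0, 2.5 mM DTT, 0.005% Tween 20 / Schedule: 20 min at room temperature, dark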
CSN deneddyl inh = inhibitors of human CSN-mediated cullin deneddylation. Q92905. Purified CSN, SCF-Nedd8-OG deneddylation, fluorescence polarization. inhibition, % at 12.5 µM. hit rate 0.38% among 360,000;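 active means pattern-corrected inhibition above about 35%, with an unprinted fluorescence ratio check between 0.5 and 1.5, limit read from the data, passing the limit was not always enough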;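 further: 0% = enzyme with substrate and 100% = substrate without enzyme; some results filed as inactive read as strong as hits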
Target sequence (Q92905 whole entry, looked up, one chain of several): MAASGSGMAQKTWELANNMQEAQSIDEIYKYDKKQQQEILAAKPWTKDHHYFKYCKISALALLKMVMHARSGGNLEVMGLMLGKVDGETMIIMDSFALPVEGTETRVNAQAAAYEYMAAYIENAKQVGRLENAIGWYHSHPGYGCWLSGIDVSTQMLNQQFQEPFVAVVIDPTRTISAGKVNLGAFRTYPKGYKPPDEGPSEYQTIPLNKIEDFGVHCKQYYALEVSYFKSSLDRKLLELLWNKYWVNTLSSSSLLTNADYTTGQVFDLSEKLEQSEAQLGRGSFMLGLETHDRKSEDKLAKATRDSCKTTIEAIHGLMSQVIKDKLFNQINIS
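Assay system: purified human Csn5 enzyme expressed in HEK293T cells; measure: % inhibition; also added: SCFSkp2-Nedd8OG substrate at 10 nM final; technique: fluorescence polarization; times: reaction 90 min, room temperature; medium: Tris buffer pH 7.5, NaCl, DTT, Tween-20, trehalose, ovalbumin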
Rpn11 inh = Rpn11 (human) deubiquitinase inhibition. calls only at 20 µM. O00487. human 26S proteasome, Ub4-pepOG fluorescence polarization; 20S core pre-blocked with epoxomicin. hit rate 0.59% among 360,000;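 active means inhibition at 20 µM, scaled to each plate's controls, above about 33%, limit read from the data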
Target sequence (O00487 whole entry, looked up): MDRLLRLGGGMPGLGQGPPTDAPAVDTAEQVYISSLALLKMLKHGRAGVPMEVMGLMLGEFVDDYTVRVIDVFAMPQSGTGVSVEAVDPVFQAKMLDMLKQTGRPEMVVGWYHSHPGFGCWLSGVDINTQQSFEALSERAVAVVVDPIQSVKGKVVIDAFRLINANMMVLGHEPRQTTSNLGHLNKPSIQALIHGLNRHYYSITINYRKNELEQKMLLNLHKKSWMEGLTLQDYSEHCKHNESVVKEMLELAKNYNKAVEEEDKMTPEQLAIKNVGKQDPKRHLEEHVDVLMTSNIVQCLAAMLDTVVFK
LMPTP block = LMPTP (human) inhibition. P24666. recombinant LMPTP-A, OMFP fluorogenic substrate, fluorescence intensity. inhibition, % at 20 µM. hit rate 0.22% among 360,000;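 active means compounds that cut the enzyme signal by at least half of the control window in the single-dose screen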;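 further: plate controls were DMSO wells with enzyme plus substrate for no effect and substrate without enzyme for full effect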
Target sequence (P24666 whole entry, looked up): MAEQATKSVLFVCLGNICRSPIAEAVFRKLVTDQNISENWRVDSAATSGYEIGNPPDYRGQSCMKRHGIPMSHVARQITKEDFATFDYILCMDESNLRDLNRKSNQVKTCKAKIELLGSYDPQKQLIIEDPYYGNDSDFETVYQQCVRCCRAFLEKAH
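Test system: LMPTP-A phosphatase enzyme. Amount: LMPTP-A at 0.625 nM final in the reaction. Reagent: OMFP substrate, 400 µM final. Times: 50 min at room temperature. Signal: endpoint fluorescence intensity from OMFP dephosphorylation. Read-out basis: % inhibition. Benchmarks: no-enzyme and uninhibited controls.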
DNMT1 inh = blocks human DNA methyltransferase DNMT1. P26358. DNMT1 molecular beacon, Hinp1I cleavage, fluorescence. inhibition (reported as % activation of signal), % at 10 µM. hit rate 0.83% among 360,000. AID 588458; in the data active means inhibition above about 50%
Tb MetRS inh = Trypanosoma brucei MetRS inhibition. AID 624268. hit rate 0.4% among 360,000. purified T. brucei MetRS, ATP depletion, Kinase-Glo luminescence. inhibition, % at 11.9 µM;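 active means inhibition above a per-plate cutoff of the control wells' mean inhibition plus 3 SD, cut at about 5.5% in these data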;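 further: 0% = DMSO wells median and 100% = median of wells with control inhibitor compound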
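System: purified T. brucei MetRS enzyme / Detection: Kinase-Glo luciferase luminescence reporting remaining unconsumed ATP / Medium: HEPES buffer with MgCl2, KCl, DTT, spermine, BSA, pyrophosphatase / Replication: singlicate, one well per compound / Evaluation: percent inhibition relative to median high and low control wells / Schedule: 2 h aminoacylation at 25 °C after 15 min preincubation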
An asterisk follows results filed as active; i = inactive; x = no result given.

Compound	MsrA inhibitor	Scp1 inh	NadD inh	SUMO1-SIM PPI	STEP inh	CSN deneddyl inh	Rpn11 inh	LMPTP block	DNMT1 inh	Tb MetRS inh
COc1ccc(C2/C(=C(/O)c3ccc(F)cc3)C(=O)C(=O)N2CCCN2CCOCC2)cc1OC (configuration not stated)	x	17	5	1	0	4	i	-5.1	-4	0.3
COc1cc(/C=C/C(=O)O[C@H]2[C@H](O[C@@H]3O[C@@H](C)[C@H](O)[C@@H](O)[C@H]3O)[C@@H](O)[C@H](OCCc3ccc(O)c(OC)c3)O[C@@H]2CO)ccc1O	2.6	-6	4	-3	-1	0	i	0.2	8	-0.2
O=C(Nc1ccc(F)c(F)c1)c1ccc2c(c1)OCO2	-0.4	-10	-3	-3	-1	-2	i	0.1	9	-0.1
COc1cc(C2C(N3C(=O)c4ccccc4C3=O)C(=O)N2c2ccc(C)c(C)c2)cc(OC)c1OC (configuration not stated)	2.0	-6	5	-3	1	6	i	1.4	-3	1.0
CS(=O)(=O)c1ccc2nc(NC(=O)CCNC(=O)c3ccc(Cl)cc3)sc2c1	0.3	-3	1	-3	0	4	i	-0.9	-1	-0.3
COC(=O)CSc1nnc(CNc2nc(-c3ccccc3)cs2)n1C	-0.2	-4	-1	3	0	1	i	1.1	-7	-1.1
CCCNC(=O)c1cc(C2CCCCN2C(=O)c2ccc(NC(C)=O)cc2)on1 (configuration not stated)	0.2	x	0	0	1	0	i	-0.7	-1	0.3
O=C1C=CC(=O)c2c(O)c(N3CCN(CCOCCO)CC3)c(Br)c(O)c21	0.2	70*	62*	109*	86*	-21	i	77*	98*	0.3
COc1ccc(C(c2c[nH]c3ccccc23)c2c[nH]c3ccccc23)cc1O	-0.4	x	4	-7	2	1	i	4.3	-36	0.1
O=C1CC(c2ccc(Cl)cc2)CC(O)=C1C=NCc1ccc(Cl)c(Cl)c1 (configuration not stated)	-0.7	-11	-4	-4	-1	5	i	3.7	-10	-0.5
CCCCCCC(C)OC(=O)Nc1cccc2ccccc12 (configuration not stated)	-0.3	-11	-3	-5	1	3	i	3.4	4	-0.4
COc1cc(C(=O)NC(C)c2cnn(-c3ccccc3C)c2C)cc(OC)c1OC (configuration not stated)	-0.3	-1	6	1	-2	-3	i	-0.9	1	-0.5
Cc1ccc(Cn2cc(CN(C)C3CN(Cc4cn(Cc5ccc(C)cc5)nn4)S(=O)(=O)C3)nn2)cc1 (configuration not stated)	1.6	x	-3	1	x	0	x	-0.7	x	-1.0
C/C(CC(=O)NC1CCCCC1)=N\NC(=O)c1ccccn1	-1.3	-1	-6	6	-3	1	i	-0.7	4	-1.3
COc1ccc(CCN2C(=O)C3C4C=CC(C4)C3C2=O)cc1OC (configuration not stated)	-0.1	-4	4	2	0	-2	i	-0.6	5	-0.5
COc1ccc(OC)c(C2C=C(C34CC5CC(CC(C5)C3)C4)NC(=S)N2)c1 (configuration not stated)	0.3	10	13	1	12	1	i	3.1	2	-0.5
COc1ccc(NC(=O)C2CCCCC2)cc1S(=O)(=O)N1CCOCC1	0.8	-1	2	4	-3	-4	i	-1.4	2	-0.2
Cc1ccsc1C1C(C#N)=C(N)OC2=C1C(=O)CCC2 (configuration not stated)	1.1	-1	5	-2	2	-4	i	1.3	-1	0.0
O=C1C2C(c3ccccc3)C=CC(c3ccccc3)C2C(=O)N1c1ccccn1 (configuration not stated)	-0.4	-5	2	-5	1	-10	i	-1.5	6	-1.6
CC(=O)Oc1ccc2c3c(c(=O)oc2c1C)CCCC3	0.3	-6	1	-3	1	2	i	-0.7	0	0.7
CC(=O)c1cc(C#N)c(Oc2ccc(Cl)cc2Cl)nc1C	0.8	0	6	2	5	2	i	1.8	0	-0.6
COc1ccc(NC(=O)c2cc(S(=O)(=O)N3CCCC3)oc2C)cc1	-1.4	-2	-5	1	1	4	i	-0.9	-1	2.3
COc1ccccc1C(=O)NCCn1cc(SCC(=O)Nc2nnc(C)s2)c2ccccc21	-1.4	1	1	9	-1	-3	i	0.6	-4	0.1
CC(CCc1ccccc1)NC(=O)COc1cc(F)ccc1[N+](=O)[O-] (configuration not stated)	1.1	24	0	0	-4	-1	i	-0.5	-3	-0.2
COc1ccc(NC(=O)CSc2sc3c(O)cc(=O)[nH]c3c2C#N)c(OC)c1	1.7	64*	7	18	21	33	i	56*	24	-0.1
Cc1ccc(C)c(C(=O)Cn2ncc(Cl)c(Cl)c2=O)c1	-0.1	-4	-1	-4	1	4	i	1.2	16	-1.1
COc1ccccc1CCn1cnc2c3cc(C)ccc3n(C)c2c1=O	-0.6	8	7	-1	3	-2	i	1.5	-6	-0.4
CCCCCCCCN1C(=O)[C@H](CC(=O)NCC23CC4CC(CC(C4)C2)C3)C[C@@]2(C(=O)OCC)CCC=C12	-0.3	x	x	5	x	-4	x	5.0	x	-0.4
C=CCn1c(N)c(C(=O)NCC2CCCO2)sc1=S (configuration not stated)	2.6	-10	0	-16	-1	0	i	1.0	7	-0.1
CCNC(=O)N(C)C[C@H]1N[C@@](Cc2ccccc2)(C(=O)OC)[C@H]2C(=O)N(C)C(=O)[C@@H]12	-0.3	-4	2	-2	-2	-1	i	-2.9	5	-1.2
COc1cccc(OC)c1OCCN1CCC(C(=O)NC(c2ccc3c(c2)OCO3)c2ccccn2)CC1 (configuration not stated)	-0.6	x	-4	-4	0	0	i	-0.2	0	-0.7
COC(=O)c1ccc2nc(-c3ccccc3)c(Cc3cccc(F)c3)n2c1	-0.9	x	5	-1	x	2	x	2.4	x	-0.2
CC[C@]12c3[nH]c4ccc(Cl)cc4c3CCN1C(=O)[C@@H](CC(=O)NCCc1ccccn1)C[C@@H]2C(=O)N1CCN(C(=O)c2ccco2)CC1	1.4	4	3	11	-1	-3	i	-6.0	-2	-2.1
c1ccc2oc(SCc3cn4ccsc4n3)nc2c1	0.3	-10	0	-1	-6	-2	i	0.0	-3	-0.3
Cc1cccc(N(CC(=O)Nc2ccc(-c3nc4ccc(C)cc4s3)cc2)S(C)(=O)=O)c1	1.3	0	7	-2	0	1	i	2.5	-7	-0.1
CC(C)=C1C2CCC1C1C(=O)N(NC(=O)COc3ccc(Cl)c(C)c3)C(=O)C21 (configuration not stated)	2.2	-7	-2	0	-6	1	i	2.4	-1	0.1
CCCN(CC(=O)Nc1ccccc1OC)C(=O)c1ccc(=O)[nH]c1	0.6	-3	3	2	-2	3	i	-1.4	2	-0.5
CCC(C)[C@H](NC(=O)OC(C)(C)C)C(=O)NCC1CCC(C(=O)N[C@@H](Cc2ccccc2)C(=O)O)CC1 (some centres not stated)	-0.2	0	1	-8	-2	3	i	-1.3	-1	-0.5
O=c1/c(=C/c2ccccc2)sc2nnc(-c3cccs3)n12	-0.4	5	-2	15	-2	1	i	-0.1	0	1.1
CCOc1ccc(C(=O)/C=C/Nc2ccc(S(=O)(=O)N=C(N)N)cc2)cc1	0.8	-5	7	-3	3	-10	i	0.5	-31	-0.1
CC(c1ccccc1C(=O)O)c1cc(F)cc2ccccc12 (configuration not stated)	-0.6	-12	0	7	0	0	i	-0.7	4	-0.1
COc1cccc(C(=O)Oc2cc(-c3ccccc3)no2)c1	-0.1	-19	-7	0	-11	1	i	-0.5	3	-0.8
Cc1ccc(OC(=O)c2ccc3c(=O)n4c(nc3c2)CCC4)cc1	0.6	2	3	6	1	-4	i	-0.5	-4	-0.2

Already shown: entries from further up.
Compound	MsrA inhibitor	Scp1 inh	NadD inh	SUMO1-SIM PPI	STEP inh	CSN deneddyl inh	Rpn11 inh	LMPTP block	DNMT1 inh	Tb MetRS inh
COc1ccc(C2/C(=C(/O)c3ccc(F)cc3)C(=O)C(=O)N2CCCN2CCOCC2)cc1OC (configuration not stated)	x	17	5	1	0	4	i	-5.1	-4	0.3
COc1cc(/C=C/C(=O)O[C@H]2[C@H](O[C@@H]3O[C@@H](C)[C@H](O)[C@@H](O)[C@H]3O)[C@@H](O)[C@H](OCCc3ccc(O)c(OC)c3)O[C@@H]2CO)ccc1O	2.6	-6	4	-3	-1	0	i	0.2	8	-0.2
O=C(Nc1ccc(F)c(F)c1)c1ccc2c(c1)OCO2	-0.4	-10	-3	-3	-1	-2	i	0.1	9	-0.1
COc1cc(C2C(N3C(=O)c4ccccc4C3=O)C(=O)N2c2ccc(C)c(C)c2)cc(OC)c1OC (configuration not stated)	2.0	-6	5	-3	1	6	i	1.4	-3	1.0
CS(=O)(=O)c1ccc2nc(NC(=O)CCNC(=O)c3ccc(Cl)cc3)sc2c1	0.3	-3	1	-3	0	4	i	-0.9	-1	-0.3

Screening data from PubChem.

Outcome played no part in choosing rows (roughly 3.9% active in at least one column).
